From PubChem
RAD52 inh = blocks human RAD52 DNA annealing | AID 651710 | P43351 | 360,000 compounds, 0.46% hits | inhibition, % at 18.7 µM | recombinant RAD52 DNA annealing, FRET fluorescence;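 active means every replicate showing at least 50% inhibition; inconclusive means mean inhibition at least 50% but not in every replicate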
Target sequence (P43351 whole entry, looked up): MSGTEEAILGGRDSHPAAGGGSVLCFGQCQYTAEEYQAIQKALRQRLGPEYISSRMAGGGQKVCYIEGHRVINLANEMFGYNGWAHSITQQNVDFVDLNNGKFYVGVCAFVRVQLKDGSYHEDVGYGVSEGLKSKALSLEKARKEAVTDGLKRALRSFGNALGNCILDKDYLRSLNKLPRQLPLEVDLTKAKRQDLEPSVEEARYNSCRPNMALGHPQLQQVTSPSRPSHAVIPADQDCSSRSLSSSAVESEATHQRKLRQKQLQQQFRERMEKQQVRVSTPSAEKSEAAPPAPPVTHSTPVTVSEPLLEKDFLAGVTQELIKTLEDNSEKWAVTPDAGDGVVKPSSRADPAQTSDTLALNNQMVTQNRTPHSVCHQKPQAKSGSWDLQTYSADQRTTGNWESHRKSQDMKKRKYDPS
EWS-Fli block = blocks EWS/Fli oncoprotein-driven transcription. A673 NR0B1-luciferase reporter, viability-normalised. inhibition, % at 12.6 µM. 350,000 compounds, 0.67% hits;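 active means mean inhibition of at least 50% after viability correction, with every replicate also passing that limit; inconclusive means mean reaches 50% but only one of two replicates passes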;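 further: firefly luciferase signal divided by Alamar Blue viability fluorescence both relative to DMSO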
E-sel inducer = induces E-selectin expression in human endothelial cells; HUVEC E-selectin immunofluorescence imaging; normalized: neutral wells 0, TNF-alpha wells 100; AID 686992; 260,000 compounds, 0.37% hits; activation, % at 7.58 µM;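 active means mean E-selectin-positive cell signal at least 10% of the positive control, reached in at least 60% of replicates, without over 20% cell loss; inconclusive means no rule given, readout overlaps actives, possibly toxicity-flagged; inactive means the rest, including those meeting only one limit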;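 further: in these data hits start at about 27%; measured in HUVEC primary endothelial cells; signal is the percent of cells scored E-selectin positive by PE staining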
Target sequence (P16581 whole entry, looked up): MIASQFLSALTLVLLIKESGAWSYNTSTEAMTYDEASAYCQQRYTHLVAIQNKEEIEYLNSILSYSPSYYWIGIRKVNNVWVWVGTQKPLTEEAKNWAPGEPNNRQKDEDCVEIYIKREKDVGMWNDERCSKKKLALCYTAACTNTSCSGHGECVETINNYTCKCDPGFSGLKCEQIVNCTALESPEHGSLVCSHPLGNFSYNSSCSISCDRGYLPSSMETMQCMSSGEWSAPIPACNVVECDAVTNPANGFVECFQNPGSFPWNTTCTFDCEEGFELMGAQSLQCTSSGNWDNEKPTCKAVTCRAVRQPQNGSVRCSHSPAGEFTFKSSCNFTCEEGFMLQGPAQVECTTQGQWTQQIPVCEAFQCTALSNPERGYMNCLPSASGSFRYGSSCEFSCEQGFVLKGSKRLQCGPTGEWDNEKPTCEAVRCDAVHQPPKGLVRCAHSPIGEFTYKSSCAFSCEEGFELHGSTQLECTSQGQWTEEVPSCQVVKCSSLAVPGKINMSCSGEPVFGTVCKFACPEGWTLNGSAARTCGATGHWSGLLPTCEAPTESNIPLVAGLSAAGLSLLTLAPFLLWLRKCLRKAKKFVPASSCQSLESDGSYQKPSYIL
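Test system – human umbilical vein endothelial cells (HUVEC), E-selectin induction · Input – 3,000 HUVEC seeded per well · Buffer or medium – EGM-2, gelatin · Compound dosing – single-point compound dose · Detection – immunofluorescence imaging · Measure – percent E-selectin-positive cells · Controls – TNF-alpha high, DMSO low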
S100A4 MyoIIA = blocks human S100A4 binding to myosin IIA peptide; 360,000 compounds, 0.14% hits; P26447; inhibition, % at 10.7 µM; S100A4/TAMRA-MyoIIA peptide fluorescence polarization;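 active means mean inhibition of at least 70% across replicates, with every replicate also reaching that level; inconclusive means mean inhibition reaches 70% but some replicates fall short; inactive means mean inhibition below 70%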
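Test system – S100A4 monomer (human) · Compound – single-point compound testing · Schedule – 5 min incubation before reading · Probe or stimulus – TAMRA-labelled myosin IIA heavy-chain peptide probe, 5 nM · Benchmarks – neutral control DMSO, positive control TFP · Medium – Calcium-containing HEPES buffer, pH 7.2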
RAD54 inh = inhibitors of human RAD54 branch migration | Q92698 | inhibition, % at 10.4 µM | 360,000 compounds, 0.14% hits | RAD54 Holliday junction branch migration, FAM/BHQ fluorescence;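 active means mean normalized replicate activity at least 40 and at least half of replicates scoring 40 or more; inconclusive means only one of the two criteria met; inactive means mean below 40 and under half of replicates reaching 40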;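 further: 0% = median of neutral control wells and 100% = median of positive control wells; inhibitors cause a drop in the FAM fluorescence signal; in these data hits start at about 50%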
esBAF inh = SWI/SNF esBAF complex inhibition; mouse ES cells, Bmi1-luciferase knock-in reporter, 24 h; 100% = twice the neutral-well signal; 350,000 compounds, 2% hits; reporter increase, % at 12.5 µM; in the data active means activation above about 40%; inconclusive means no clear call, values can overlap the other calls;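 further: 0% = median of the plate's neutral control wells and 100% = double that signal; a rise in the Bmi1 reporter signal indicates esBAF inhibition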
XiGFP reactiv = reactivates the inactive X chromosome in mouse fibroblasts; 360,000 compounds, 0.055% hits; activation, % at 7.58 µM; XiGFP mouse fibroblasts, % GFP-positive cells imaging, 3 d; cells co-treated with 5-aza-dC sensitizer; scaled so ellipticine positive control = 100%;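 active means mean normalized replicate activation at least 10% and every replicate at or above 10%; inconclusive means only one of the two criteria met; inactive means mean below 10% and not all replicates reach 10%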;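 further: 0% = median of on-plate neutral control wells and 100% = ellipticine 6 µM median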
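System: SV40-immortalized XiGFP fibroblast cells, line 68-5-11 / Incubation: 3-day compound exposure, then 15 min fixation at room temperature / Compound: single concentration per compound, delivered by pin transfer / Buffer or medium: DMEM plus 5-aza-dC sensitizer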
FN deposit inh = fibronectin deposition inhibition | AH1F fibroblasts, Alexa488-fibronectin deposition fluorescence, overnight | inhibition, % at 12.6 µM | 350,000 compounds, 0.086% hits | AID 743247;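 active means mean inhibition across replicates of 30% or more, regardless of how many single replicates reach that level; inconclusive means mean under 30% yet at least half of replicates reach 30%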;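 further: positive control wells lacked labelled fibronectin entirely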
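Schedule: 1 h cell adhesion before compound, then overnight fibronectin incubation; test system: AH1F fibroblast monolayer depositing Alexa488-labelled fibronectin into matrix; quantity: 10000 AH1F cells per well; probe or stimulus: fluorescent fibronectin at 24 nM final; signal: fluorescence, ex 485 nm, em 525 nm; evaluation: percent inhibition as loss of matrix-bound fibronectin fluorescence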
* marks the source's active call; other numbers are inactive results; ? = inconclusive; nt = no result given.

SMILES	RAD52 inh	EWS-Fli block	E-sel inducer	S100A4 MyoIIA	RAD54 inh	esBAF inh	XiGFP reactiv	FN deposit inh
CO[C@@H]1CC[C@@H]2CCN(C)C(=O)[C@@H](C)CN(C)C(=O)c3cc(C#N)ccc3OC[C@@H]1O2	2	0	0.1	-1	3	0	0.0	-2
COc1ccc(S(=O)(=O)N(C)C[C@@H]2Oc3ncc(C#CC4(O)CCCC4)cc3C(=O)N([C@H](C)CO)C[C@H]2C)cc1	11	-1	0.0	6	2	-7	-0.1	nt
C#CCOc1ccc(C2C(C#N)=C(N)Oc3cc(O)ccc32)cc1 (stereo not given)	-7	-1	2.5	-2	-2	0	0.0	5
COc1ccc(S(=O)(=O)N(C)C[C@@H]2OCCCC[C@H](C)Oc3ccc(NC(=O)NC(C)C)cc3C(=O)N([C@@H](C)CO)C[C@H]2C)cc1	18	-5	0.0	4	-2	1	0.2	nt
COC(=O)Cc1ccc(NC(=S)N2CCN(c3cc(Cl)ccc3C)CC2)cc1	-4	11	nt	-1	nt	nt	0.0	1
C[C@H]1CCCCO[C@@H](CN(C)S(=O)(=O)c2ccccc2)[C@@H](C)CN([C@@H](C)CO)C(=O)c2cc(NC(=O)Cc3ccccc3)ccc2O1	-40	23	nt	-6	0	3	0.1	5
Cc1c(C(=O)N2CCCCC2)c(S(=O)(=O)N(C)Cc2ccccc2)c(C)n1C	-5	-1	nt	-13	3	-2	0.1	2
O=C(C1CCN(S(=O)(=O)c2cccs2)CC1)N1CCc2ccccc2C1	-12	nt	nt	-4	-10	-8	nt	nt
O=C(N[C@H]1CC[C@@H](CCn2cc(C3(O)CCCC3)nn2)O[C@@H]1CO)C1CCCCC1	2	-1	0.0	-2	-9	-3	0.2	nt
CC1=C(C(=O)Nc2ccc(C(=O)NC(C)c3ccccc3)cc2)SCCO1 (stereo not given)	-15	-10	0.0	-1	-7	13	-0.1	1
O=C(OCCOCCN=C1NS(=O)(=O)c2ccccc21)c1ccccc1Br	2	5	0.0	-2	4	-2	0.0	-1
COc1ccc(CNC(=O)C(C)N2CCN(c3ccc(C(C)=O)cc3)CC2)cc1 (stereo not given)	-15	nt	nt	3	1	8	0.0	2
COc1cccc(CNC(=O)C[C@@H]2CC[C@@H](NC(=O)C3CCOCC3)[C@H](CO)O2)c1	-12	-6	0.0	10	-12	-5	-0.5	-4
CCN(C(=O)CSc1nnc(-c2ccco2)n1CC)c1c(N)n(Cc2ccccc2)c(=O)[nH]c1=O	-9	-1	14	-4	-5	-6	0.3	4
COc1ccccc1N(CC(=O)Nc1ccc(S(=O)(=O)N2CCOCC2)cc1)S(C)(=O)=O	-7	6	0.0	0	-3	-3	-0.1	4
COC(=O)C[C@H]1CC[C@@H](NS(=O)(=O)c2ccc(OC)cc2)[C@H](CO)O1	5	-8	-0.3	1	0	0	-0.4	14
COc1ccccc1NC(=O)N1CCCCN2[C@H](C1)[C@H](c1ccc(-c3cccc(C)c3)cc1)[C@@H]2CO	-5	30	-0.4	-1	-2	nt	0.2	nt
COc1ccccc1C(=O)NCCC(=O)NC(C)CCc1ccccc1 (stereo not given)	-6	0	2.0	1	nt	nt	0.0	4
Cc1ccc(S(=O)(=O)CCC(=O)OCC(=O)Nc2ccc(N3CCOCC3)cc2)cc1	-5	-7	-1.2	5	5	2	-0.7	5
CN1C(=O)c2cc(NC(=O)c3ccc(F)c(F)c3)ccc2OC[C@H]2O[C@@H](CC(=O)N[C@H]3CCN(Cc4ccccc4)C3)CC[C@H]21	-6	13	-0.1	0	2	7	0.1	8
C[C@@H]1CN([C@@H](C)CO)S(=O)(=O)c2ccc(-c3ccc(F)cc3)cc2O[C@H]1CN(C)Cc1ccccc1C(=O)O	9	1	-0.4	11	1	-1	0.0	-10
COCC(=O)N1CC2(C1)CN(Cc1cccc(Cl)c1)[C@@H](CO)c1[nH]c3cc(OC)ccc3c12	-51	7	-0.4	-1	nt	nt	0.0	nt
COc1ccc(NS(=O)(=O)c2cccc(C(=O)N3CCC3)c2)cc1	-8	2	0.5	-3	-25	2	0.0	-3
C[C@H](CO)N1C[C@H](C)[C@H](CN(C)S(=O)(=O)c2ccc(-c3ccccc3)cc2)OCc2cnnn2CCCC1=O	22	10	-0.2	-18	-4	-7	0.4	-15
COc1ccc(-c2cnnc(N/N=C/c3ccc(O)c(OC)c3)n2)cc1	nt	nt	nt	nt	-14	32	1.5	5

Part of the list above, set out differently:
Each structure is followed by: RAD52 inh	EWS-Fli block	E-sel inducer	S100A4 MyoIIA	RAD54 inh	esBAF inh	XiGFP reactiv	FN deposit inh
- COc1ccc(NS(=O)(=O)c2cccc(C(=O)N3CCC3)c2)cc1
 : -8	2	0.5	-3	-25	2	0.0	-3
- COc1ccc(-c2cnnc(N/N=C/c3ccc(O)c(OC)c3)n2)cc1
 : nt	nt	nt	nt	-14	32	1.5	5
- Cc1c(C(=O)N2CCCCC2)c(S(=O)(=O)N(C)Cc2ccccc2)c(C)n1C
 : -5	-1	nt	-13	3	-2	0.1	2

Ordered by molar mass (rising): 3 of the compounds above.
SMILES	RAD52 inh	EWS-Fli block	E-sel inducer	S100A4 MyoIIA	RAD54 inh	esBAF inh	XiGFP reactiv	FN deposit inh
COC(=O)C[C@H]1CC[C@@H](NS(=O)(=O)c2ccc(OC)cc2)[C@H](CO)O1	5	-8	-0.3	1	0	0	-0.4	14
COC(=O)Cc1ccc(NC(=S)N2CCN(c3cc(Cl)ccc3C)CC2)cc1	-4	11	nt	-1	nt	nt	0.0	1
C[C@H](CO)N1C[C@H](C)[C@H](CN(C)S(=O)(=O)c2ccc(-c3ccccc3)cc2)OCc2cnnn2CCCC1=O	22	10	-0.2	-18	-4	-7	0.4	-15

Next results.
SMILES	RAD52 inh	EWS-Fli block	E-sel inducer	S100A4 MyoIIA	RAD54 inh	esBAF inh	XiGFP reactiv	FN deposit inh
Cc1cccc(C(=O)n2cnnc2N)c1	-11	-5	nt	-2	nt	nt	0.2	nt
CC1CCCN(c2ccc3nncn3n2)C1 (stereo not given)	-3	12	nt	-4	-2	-5	0.0	nt
CCCCCC(=O)N1C[C@@H](n2cc(-c3ccc(F)cc3)nn2)[C@H](O)C[C@@H]1c1ccc(Cl)cc1	-1	21	0.4	-1	-7	1	-0.1	-8
CN1N=C2c3ccccc3CCC2C1c1ccc(Cl)cc1 (stereo not given)	-20	-66	0.2	-25	7	nt	0.1	-7
C[C@H](CO)N1C[C@H](C)[C@@H](CN(C)Cc2ccc3c(c2)OCO3)Oc2ccc(NC(=O)CCN3CCOCC3)cc2C1=O	5	1	nt	-17	-9	-1	-0.9	2
CO[C@H]1CN(C)C(=O)c2ccc(NS(=O)(=O)CC(F)(F)F)cc2OC[C@H](C)NC[C@@H]1C	-9	0	-0.2	2	nt	nt	0.5	-10
O=C(Nc1ccccc1)[C@@H]1[C@@H](CO)[C@@H]2Cn3c(cccc3=O)[C@H]1N2C(=O)c1ccccc1	11	-7	0.1	43	0	-2	0.3	nt
Nc1nc(N2CCN(c3cccc(Cl)c3)CC2)n[nH]1	9	10	0.0	16	nt	nt	0.0	-1
CCN(CCn1cccn1)C(=O)CCc1nnc(CCCc2ccccc2)o1	1	-55	?	1	nt	nt	0.3	-5
CCC(C)(C)C1CCc2[nH]nc(C(=O)NC3CCCC3)c2C1 (stereo not given)	3	2	0.1	1	-9	7	0.0	-5
Cc1ccc(S(=O)(=O)N2C[C@H](O)COC[C@H]3O[C@H](CC(=O)NCCN4CCCCC4)CC[C@@H]32)cc1	2	-114	-0.1	-7	5	1	0.0	-9
NS(=O)(=O)c1ccc(-n2nc(C(=O)O)cc2-c2ccc(Cl)cc2)cc1	-23	-4	nt	-1	nt	nt	0.1	-1
COCC#Cc1cnc2c(c1)C(=O)N([C@H](C)CO)C[C@@H](C)[C@@H](CN(C)C(=O)CCN1CCCCC1)O2	-9	-6	0.1	-6	15	-4	1.3	nt
COc1cc(C(C)=O)ccc1O	-19	0	0.0	1	-15	6	-0.1	0
Cc1cc(NC(=O)C2CCCN(S(=O)(=O)c3cnc[nH]3)C2)ccc1Br (stereo not given)	-1	-2	nt	-1	-11	6	0.0	-3
CC(C)CC#Cc1ccc([C@@H]2[C@@H](CO)N3C(=O)CN(C(=O)Nc4cc(F)ccc4F)C[C@H]23)cc1	13	-13	0.3	4	nt	nt	0.0	3
COc1ccc(/C=N/Nc2nnc(C)n2N)cc1OC	-12	-6	23	0	1	nt	-0.1	-1
COc1cccc(S(=O)(=O)N(C)C[C@@H]2Oc3ncc(C#Cc4ccc(OC)c(OC)c4)cc3C(=O)N([C@H](C)CO)C[C@@H]2C)c1	-8	18	-0.8	5	-29	15	-0.9	8
O=C(Cc1cn2ccsc2n1)Nc1ccccn1	-16	nt	nt	0	1	-3	nt	nt
CCCNC(=O)Cn1c2ccccc2c2nc(=O)cc(C)n21	5	4	0.2	2	-6	-10	0.5	-2
Cc1noc(C)c1NC(=O)Nc1ccc2c(c1)C(=O)N([C@H](C)CO)C[C@@H](C)[C@H](CN(C)S(=O)(=O)c1ccc(F)cc1)O2	-9	-7	0.5	16	-7	2	0.1	6
CO[C@@H]1CN(C)C(=O)c2ccc(NC(=O)Cc3ccccc3)cc2OC[C@H](C)N(C(C)=O)C[C@H]1C	-4	-8	0.1	16	-3	-4	-0.2	-3
COc1ccc(-c2[nH]ncc2CN2CCCN(c3ccccc3)CC2)c(F)c1	-10	6	nt	1	-2	0	0.1	6
COc1ccc(C2Nc3cccc4cccc(c34)N2)cc1Br	-13	16	0.6	6	10	-9	-0.1	-4
O=C(O)c1cccc(NC2=C(N3CCOCC3)C(=O)c3ccccc3C2=O)c1	-24	-30	nt	-1	-2	4	-0.2	-1
SMILES	RAD52 inh	EWS-Fli block	E-sel inducer	S100A4 MyoIIA	RAD54 inh	esBAF inh	XiGFP reactiv	FN deposit inh
O=C(O)c1cc(O)ccc1N=Nc1ccccc1	-4	15	-0.4	11	nt	nt	0.0	4
O=C(NCc1ccccc1F)C1CCCN1C(=O)Nc1ccc(Cl)cc1 (stereo not given)	-5	-7	-0.2	2	nt	nt	0.0	0
CCOC(=O)C1CCN(c2c(C(=O)c3ccccc3)cnc3ccc(Cl)cc23)CC1	-5	7	nt	-3	0	3	0.0	4
Cc1ccc(CN2CCCN(Cc3cc(C)ccc3C)S2(=O)=O)cc1	-10	8	0.0	-1	-2	0	-0.1	11
NC(=O)CSc1nc2cc(Cl)ccc2c(=O)n1C1CCCCC1	-7	9	nt	3	3	-6	0.1	8
O=Cc1cn(-c2ccccc2)nc1-c1ccc(F)cc1	-11	-51	nt	-3	4	38	0.5	0
Cc1noc(C)c1NC(=O)N(C)C[C@H]1Oc2ccc(NS(C)(=O)=O)cc2C(=O)N([C@@H](C)CO)C[C@@H]1C	1	-19	nt	-7	2	-4	-0.3	nt
